# LYP inh 2: blocks human PTPN22 phosphatase activity | recombinant LYP catalytic domain, DiFMUP fluorescence | AID 640 | Q9Y2R2 | hit rate 0.21% among 96,000 | inhibition, % at 2 µM;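 active = inhibition at 2 µM at or above a set limit, the screen mean plus 3 SD, cut at about 24% in these data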;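 also: 0% = DMSO with enzyme and 100% = enzyme fully blocked by orthovanadate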
# Target sequence (Q9Y2R2 whole entry, looked up, the tested form may be a part): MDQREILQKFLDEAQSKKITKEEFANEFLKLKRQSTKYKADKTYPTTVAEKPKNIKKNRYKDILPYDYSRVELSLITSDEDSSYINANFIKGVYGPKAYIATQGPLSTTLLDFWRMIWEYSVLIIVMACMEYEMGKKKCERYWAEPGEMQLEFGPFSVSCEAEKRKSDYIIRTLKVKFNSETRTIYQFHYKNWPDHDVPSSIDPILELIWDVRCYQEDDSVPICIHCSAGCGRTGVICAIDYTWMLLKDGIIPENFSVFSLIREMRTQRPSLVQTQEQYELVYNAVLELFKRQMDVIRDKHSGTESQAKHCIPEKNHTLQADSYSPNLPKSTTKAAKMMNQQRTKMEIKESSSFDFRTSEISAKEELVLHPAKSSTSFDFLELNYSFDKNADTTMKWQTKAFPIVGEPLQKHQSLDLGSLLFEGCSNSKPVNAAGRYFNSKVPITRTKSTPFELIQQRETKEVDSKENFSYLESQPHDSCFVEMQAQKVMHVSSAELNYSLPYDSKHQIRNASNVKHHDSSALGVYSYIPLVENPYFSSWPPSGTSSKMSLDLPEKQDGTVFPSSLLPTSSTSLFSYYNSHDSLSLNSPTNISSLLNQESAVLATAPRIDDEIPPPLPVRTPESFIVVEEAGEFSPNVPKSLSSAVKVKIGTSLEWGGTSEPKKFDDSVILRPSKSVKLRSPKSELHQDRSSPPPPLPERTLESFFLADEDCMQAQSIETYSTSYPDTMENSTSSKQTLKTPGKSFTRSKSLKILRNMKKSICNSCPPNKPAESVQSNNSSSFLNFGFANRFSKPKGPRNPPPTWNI
# cytoskel mod: modifiers of cytoskeleton assembly; HUVEC TNFa F-actin phalloidin imaging, high content; inhibition, % at 2 µM; hit rate 0.18% among 91,000;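 active = inhibition above the batch mean plus 3 SD and confirmed as a hit by visual image inspection, cut at about 30% in these data, passing the limit was not always enough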; also: strong numbers were not always called active
# HUVEC tox TNFa: toxic to HUVEC cells under TNF alpha stimulation; hit rate 0.17% among 93,000; cell count reduction, % at 2 µM; HUVEC TNFalpha-stimulated, Hoechst cell count, imaging;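 active = cell count reduction exceeding the screen mean by over 5 SD, scaled to untreated wells per plate, cut at about 78% in these data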;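 also: cells counted after 24 h of TNF alpha exposure following the 1 h pretreatment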
# HUVEC tox IL1B: toxic to HUVEC cells under IL-1B stimulation | HUVEC cell count loss, Hoechst imaging, IL-1B stimulated | cell count reduction, % at 2 µM | hit rate 0.41% among 94,000 | AID 845;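 active = cell count reduction more than 3 SD above the screen-wide mean, cut at about 70% in these data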;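 also: normalized per plate to untreated control cells as the no-loss baseline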
# VCAM1 TNFa inh: reduces TNF alpha induced VCAM1 expression in HUVEC | HUVEC TNFa-induced VCAM-1 immunofluorescence, high-content imaging | inhibition, % at 2 µM | hit rate 0.48% among 95,000 | AID 802;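 active = inhibition above the batch mean plus 3 SD, with images confirmed as a hit by eye, cut at about 37% in these data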;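 also: 0% = TNF-stimulated DMSO wells and 100% = unstimulated control wells; not every result past the cut was called active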
# LYP act: increases human PTPN22 phosphatase activity; recombinant LYP, DiFMUP fluorescence; 0 = plate median, 100 = signal doubled; Q9Y2R2; hit rate 0.11% among 96,000; activation, % at 2 µM;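 active = activation at 2 µM above a set limit, the mean plus 5 SD, cut at about 37% in these data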
# ERa SRC1 inh: ER-alpha (human) coactivator binding inhibition; P03372; TR-FRET ER-alpha LBD / SRC-1 peptide, estradiol-bound; inhibition, % at 25.6 µM; hit rate 1.7% among 86,000; AID 629; in the data active = inhibition above about 50%;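 also: 0% = receptor plus peptide control and 100% = peptide only without receptor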
# PTK2B oligo ant: antagonists of human Pyk2 oligomerization; Q14289; Q293 cells, Pyk2 FERM NanoBiT luminescence; active compounds read low; z-score (the deposit names both 25 µM and 10 µM); hit rate 0.83% among 99,000;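 active = Z-score of -3 or lower, scaled per plate to the spread of control and sample wells; inactive = z-score above -3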;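 also: negative z-score means lost luminescence so less FERM oligomerization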
# FAK inh: FAK (human) kinase inhibition; biochemical FAK kinase activity assay; inhibition, %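 (tested at 7 µM)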; hit rate 0.84% among 97,000; AID 727; in the data active = inhibition above about 19%;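 also: 0% = DMSO and 100% = reference compound high control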
# * marks the source's active call; other numbers are inactive results; nt = no result given; [ ] = another dose, or the depositor's remark. These rows are one share of the data; rates above refer to the full screens.
# Preview (twelve entries):
SMILES,LYP inh 2,cytoskel mod,HUVEC tox TNFa,HUVEC tox IL1B,VCAM1 TNFa inh,LYP act,ERa SRC1 inh,PTK2B oligo ant,FAK inh
Nc1c(C(=O)OCc2ccccc2)c2nc3ccccc3nc2n1Cc1cccs1,14,-16,6,12,-4,-14,-12,-1.4,4
Cn1c(O)c(C=NCCCC(=O)O)c(=O)n(C)c1=O,3,nt,-13,-11,-5,-7,-2,-0.2,1
CCCS(=O)(=O)N1CCCC(C(=O)N2CCC3(CC2)OCCO3)C1 (stereo unspecified),3,-6,-10,66,-11,-4,3,-0.03,-2
CCOC(=O)c1c(/N=C/c2c(O)n(-c3ccccc3F)c(=S)[nH]c2=O)sc2c1CCCC2,-7,-11,-1,-2,-23,2,nt,1.5,0
Cc1ccc(C(=O)C2CN3CCC2CC3)cc1 (stereo unspecified),-6,23,-34,25,33,2,2,0.01,-2
COc1ccc(OCC(=O)N2CCN(C(C)C)CC2)cc1,-4,2,-34,-35,-10,3,-7,1.2,-1
Cc1cc(/C=C2\C(=O)NC(=O)N(C)C2=O)c(C)n1-c1ccc2c(c1)OCO2,-13,-12,6,-43,5,13,nt,0.3,-1
O=C(O)c1nonc1-c1nonc1C(=O)O,1,-1,-12,-7,20,3,-7,0.41,-1
CCCCn1c(O)c(C(CC)=NCc2cccnc2)c(=O)[nH]c1=O,0,-12,24,-2,18,1,0,-1.2,0
Cc1cccn2c(=O)c3cc(C(=O)N4CCC5(CC4)OCCO5)n(C)c3nc12,-12,nt,nt,nt,nt,13,1,1.1,2
O=c1[nH]c(=O)n(-c2cccc(Cl)c2)c(O)c1C=NCCCN1CCOCC1,6,16,17,6,-10,-9,3[fluorescence artefact?],0.82,0
CCCCn1c(O)c(C=NCCCn2ccnc2)c(=O)[nH]c1=O,4,-35,9,14,0,-3,4,-0.3,-2

# All compounds of this part, from the first entry:
SMILES,LYP inh 2,cytoskel mod,HUVEC tox TNFa,HUVEC tox IL1B,VCAM1 TNFa inh,LYP act,ERa SRC1 inh,PTK2B oligo ant,FAK inh
Nc1c(C(=O)OCc2ccccc2)c2nc3ccccc3nc2n1Cc1cccs1,14,-16,6,12,-4,-14,-12,-1.4,4
Cn1c(O)c(C=NCCCC(=O)O)c(=O)n(C)c1=O,3,nt,-13,-11,-5,-7,-2,-0.2,1
CCCS(=O)(=O)N1CCCC(C(=O)N2CCC3(CC2)OCCO3)C1 (stereo unspecified),3,-6,-10,66,-11,-4,3,-0.03,-2
CCOC(=O)c1c(/N=C/c2c(O)n(-c3ccccc3F)c(=S)[nH]c2=O)sc2c1CCCC2,-7,-11,-1,-2,-23,2,nt,1.5,0
Cc1ccc(C(=O)C2CN3CCC2CC3)cc1 (stereo unspecified),-6,23,-34,25,33,2,2,0.01,-2
COc1ccc(OCC(=O)N2CCN(C(C)C)CC2)cc1,-4,2,-34,-35,-10,3,-7,1.2,-1
Cc1cc(/C=C2\C(=O)NC(=O)N(C)C2=O)c(C)n1-c1ccc2c(c1)OCO2,-13,-12,6,-43,5,13,nt,0.3,-1
O=C(O)c1nonc1-c1nonc1C(=O)O,1,-1,-12,-7,20,3,-7,0.41,-1
CCCCn1c(O)c(C(CC)=NCc2cccnc2)c(=O)[nH]c1=O,0,-12,24,-2,18,1,0,-1.2,0
Cc1cccn2c(=O)c3cc(C(=O)N4CCC5(CC4)OCCO5)n(C)c3nc12,-12,nt,nt,nt,nt,13,1,1.1,2
O=c1[nH]c(=O)n(-c2cccc(Cl)c2)c(O)c1C=NCCCN1CCOCC1,6,16,17,6,-10,-9,3[fluorescence artefact?],0.82,0
CCCCn1c(O)c(C=NCCCn2ccnc2)c(=O)[nH]c1=O,4,-35,9,14,0,-3,4,-0.3,-2
CSC1=NP(=S)(SC)N(C)c2nc3n(c21)CCC3 (stereo unspecified),6,-34,nt,16,nt,-7,-20,nt,-1
CC(=O)O[C@]1(c2ccccc2)CCN(C)[C@H]2CCCC[C@@H]21,-12,6,-17,-10,19,9,-6,0.73,2
CCCC(=O)c1c(O)[nH]c(=O)[nH]c1=O,-12,-13,2,2,16,10,5,0.91,-1
O=C(c1ccco1)c1cn(Cc2ccc(Cl)cc2)c2ccccc12,0,nt,2,-36,6,0,-1,-0.54,0
Cc1cc(OC(=O)CCNC(=O)OC(C)(C)C)c2c3c(c(=O)oc2c1)CCC3,11,29,-12,-24,0,-13,-1,-2.4,1
CCCCCc1nc2ccccc2c(=O)n1-c1ccc(Cl)cc1[N+](=O)[O-],-4,-6,-42,-12,-2,8,nt,-0.82,-1
O=C1NC(=O)C2(Cc3ccccc3N3CCOCC32)C(=O)N1c1ccccc1 (stereo unspecified),-17,2,0,-15,16,18,-2,0.7,-1
CCOC(=O)N1CCN(C(C)C(=O)c2c[nH]c3ccccc23)CC1 (stereo unspecified),9,-46,4,18,15,-11,-11,-0.28,6
CC(=O)Nc1cc(C(=O)N2CCC3(CC2)OCCO3)ccc1Sc1ccc(C)cc1,2,-10,0,2,-9,0,9,-0.54,-2
CC(C)(C)N1Cc2ccccc2C1=N,0,-5,-4,21,-6,3,nt,-0.42,-1
Cn1cccc1CNCCc1ccccc1F,-3,15,-4,0,13,1,48[fluorescence artefact?],-0.06,4
CN(C)CC1CSCCC1(O)c1ccccc1 (stereo unspecified),5,-2,-1,-15,22,-3,-10,0.65,-2
CC(C)(C)n1c(O)c(C=Nc2ccc3c(c2)CCC3)c(=O)[nH]c1=O,10,14,0,-8,-27,-12,-5,0.32,7
Cc1ccc(CN2CC3CC(C2)c2cccc(=O)n2C3)cc1 (stereo unspecified),-2,2,9,28,-11,-1,2[fluorescence artefact?],-0.28,1
CCN1CCN(C(=O)COc2ccc(S(=O)(=O)N(C)Cc3ccccc3)cc2)CC1,-40,9,-16,-38,-18,33,2,-0.1,-4
Cn1c(C(=O)N2CCC3(CC2)OCCO3)cc2c(=O)n(C)c3ccccc3c21,0,0,-6,6,5,2,-7,0.62,5
N=C1c2ccccc2CN1NC(=O)c1ccc(Cl)cc1,4,-4,-4,-12,9,-2,nt,0.45,3
CCCCn1c(O)c(C(CC)=Nc2cccc(C(=O)O)c2)c(=O)[nH]c1=O,-4,-10,-4,-16,9,3,9,-0.22,2
CCC(=O)N1CC(=O)Nc2ccc(Cl)cc2C1c1ccc(F)cc1 (stereo unspecified),14,nt,-10,8,-6,-14,5[fluorescence artefact?],-0.48,5
CC1(C)CC(=O)C(C=NCCN2CCN(C(=O)Cc3ccc(Cl)cc3)CC2)=C(O)C1,-11,16,-36,-19,-24,10,-38,0.38,0
CC1(C)C(c2ccccc2)=NC(c2cccnc2)N1O (stereo unspecified),9,2,-11,-35,10,-6,-9,-0.18,1
Cc1ccc(/C=C2/C(=O)NC(=O)N(CCc3ccc(F)cc3)C2=O)o1,0,12,-16,8,6,5,nt,0.78,-3
Cc1sc2nc(COC(=O)Cc3ccccc3)[nH]c(=O)c2c1C,-2,nt,-35,0,3,4,-2,1.7,-1
OC12CCCCC1C(c1ccccc1)NCC2 (stereo unspecified),4,nt,68,-9,-3,-6,38,1.3,7
COc1ccc(-n2c(SC)nc3ccccc3c2=O)cc1,-2,-4,-46,-9,-37,0,0,1.4,4
CCN(CC)c1ccc(N=Cc2c(O)n(CCC3=CCCCC3)c(=O)[nH]c2=O)cc1,8,23,-18,-28,-3,-10,5[fluorescence artefact?],-1.8,3
Cc1ccc(C(=O)Nc2ccc(-n3ccnc3P(=O)(O)c3ccccc3)cc2)cc1,13,2,-3,-90,-3,-13,-1,0.41,-2
O=C(COc1ccc(S(=O)(=O)N2CCCCC2)cc1)N1CCN(Cc2ccccc2)CC1,5,0,-12,-21,-5,-8,-11,1.5,0
CCNc1nc2[nH]c(=O)c3c(c2s1)OC(N)=C(C#N)C3c1cccs1 (stereo unspecified),7,10,2,-15,0,-5,nt,-0.4,2
COc1cccc(CN2CCN(C(=O)COc3ccc4ccccc4c3)CC2)c1,4,4,-28,-11,5,-7,5[fluorescence artefact?],0.07,-4
O=C1NC(=O)N(CCNc2ncc(C(F)(F)F)cc2Cl)C(=O)C1/C=N/OCc1c(F)cccc1Cl (stereo unspecified),10,-4,-6,2,5,-7,nt,0.81,0
CCOCCN1CCN(c2nnc3n2-c2ccc(Cl)cc2C(c2ccccc2Cl)=NC3)CC1,-4,10,4,-100,16,6,nt,-0.17,-5
CC(=O)c1ccc2c(c1)C1C(Cl)C(Sc3ccccc3[N+](=O)[O-])CC1C(c1ccccc1)N2 (stereo unspecified),14,-5,-20,-6,12,-12,1,-1.8,-10
COCc1c(CN)cnc(C)c1N,4,2,3,20,-4,-2,0,1.4,6
CCC(=O)CC(c1ccc([N+](=O)[O-])cc1)c1c(O)c2ccccc2oc1=O (stereo unspecified),5,-37,-6,11,1,-2,nt,-0.67,13
CN1CC(C(=O)c2ccccc2)C(C(=O)c2ccccc2)C1 (stereo unspecified),0,7,15,40,-1,2,nt,-1.6,5
Cc1cccc(CN(C)C)c1OC(=O)N(C)C,6,26,-21,-30,13,-6,-3[fluorescence artefact?],-0.01,-1
O=C(COC(=O)Cc1ccccc1)NC12CC3CC(CC(C3)C1)C2,10,-40,14,-17,10,-7,6,1.3,1

# (further entries)
SMILES,LYP inh 2,cytoskel mod,HUVEC tox TNFa,HUVEC tox IL1B,VCAM1 TNFa inh,LYP act,ERa SRC1 inh,PTK2B oligo ant,FAK inh
CCC(=NCCCN1CCOCC1)c1c(O)n(Cc2ccccc2)c(=O)[nH]c1=O,-32,-2,7,3,10,30,2,0.12,1
CCCCNc1ccncc1S(=O)(=O)NC(=O)NC(C)C,7,6,-28,-26,-7,-7,-10,0.38,0
Cc1cc(N2C(=O)C3CCCN3C2c2ccccc2)no1 (stereo unspecified),8,11,-6,-4,-7,-10,-3,0.31,-1
Cc1ccc(-c2nc3ccccc3c(=O)n2-n2cccc2)cc1,-8,0,5,18,16,6,7,-0.83,3
C=Cn1ccnc1P(=S)(c1nccn1C=C)C1CCCCC1,8,nt,-35,-58,0,-11,-16,-0.17,-7
CCn1c(O)c(C=Nc2ccc(N3CCOCC3)c(Br)c2)c(=O)n(CC)c1=S,12,-28,-13,-9,19,-12,nt,-0.18,3
Cn1nc(N)c2c1N=P(N1CCOCC1)(N1CCOCC1)N=C2c1ccccc1,-12,-26,-8,-26,3,7,-4,0.27,-2
CCCN1CC(C)C(OC(C)=O)(c2ccccc2)CC1C (stereo unspecified),0,6,-17,8,11,-2,7,0.26,-1
CCC(C)C12CN3CCN(CC(C)(C3)C1=O)C2 (stereo unspecified),0,-15,-2,-15,10,-2,-3,0.16,3
CC[n+]1c(/C=C/N(C)c2ccccc2)sc2ccc(Cl)cc21,3,-36,-12,0,5,-6,nt,-0.16,3
COc1cccc(-n2c(O)c(C=NCCN3CCOCC3)c(=O)[nH]c2=O)c1,1,-38,1,30,-5,-3,nt,-0.1,4
Cc1cc(N2C(=O)C3CCCN3C2c2ccc(Cl)c(Cl)c2)no1 (stereo unspecified),-9,-11,16,-10,4,6,-4,0.62,-5

# Screening data as filed in PubChem BioAssay.
